Salmonella PhoP GFP – inhibitors of PhoP regulon expression, primary screen, Salmonella Typhimurium, GFP reporter (AID 1863); inhibition, % at 50 µM, or IC50 in µM where a hit was titrated; S. Typhimurium PhoP-regulated promoter GFP reporter, 4 h; higher % means a stronger effect; actives 0.16% (n = 300,000);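 active = inhibition over 29.93%, a cutoff 3 SD above the screen mean, later confirmed by dose response; inconclusive = inhibition over 29.93% but no dose response follow-up; inactive = inhibition at most 29.93% or unconfirmed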;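 note: 0% = low Mg2+ inducing control and 100% = high Mg2+ repressing control; strong numbers were not always called active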
UTI89 phage lysis – inhibition of K1F phage lysis, E. coli UTI89, bacterial capsule biogenesis inhibitors, alamar blue (AID 488966); E. coli UTI89 K1F phage lysis, alamar blue, 2 h; higher % means a stronger effect; one-dose inhibition, % at 100 µM; IC50 in µM for titrated hits; actives 0.02% (n = 340,000);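 active = phage lysis inhibition, versus mean bacterial control, above a set limit; inconclusive = no clear call, values can overlap the other calls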;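 note: capsule biogenesis inhibitors block K1F phage lysis so surviving cells raise fluorescence; higher fluorescence means more inhibition of phage lysis; actives were called in the ten point dose series up to 300 µM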
SV40 large T antigen – SV40 large T antigen inhibitors, biochemical (AID 1903); one-dose inhibition, % at 20 µM; IC50 in µM for titrated hits; actives 0.39% (n = 310,000); SV40 large T antigen ATPase/helicase inhibition assay; higher % means a stronger effect; in the data active = a potency from the dose series; inconclusive = inhibition mostly from about 32% at the one dose, without a potency; inactive = the rest, 99 in 100 with inhibition below about 32%; note: strong numbers were not always called active
RSV CPE inhibition – RSV antiviral activity via CPE protection, HEp-2 cells, primary 10 µM value included (AID 2391). HEp-2 cells, RSV-induced CPE inhibition; higher % means a stronger effect. actives 0.13% (n = 310,000). one-dose CPE inhibition, % at 10 µM; IC50 in µM for titrated hits; in the data active = a potency from the dose series; inconclusive = CPE inhibition mostly from about 23% at the one dose, without a potency; inactive = the rest, 99 in 100 with CPE inhibition below about 21%; note: strong numbers were not always called active
NTR1 ag – agonists of NTR1, primary screen, imaging, U2OS cells, beta-arrestin-GFP, high content (AID 493036). Neurotensin receptor type 1 (Homo sapiens), P30989. NTR1-U2OS beta-arrestin-GFP spot imaging, agonist mode. activation, % at 20 µM. actives 0.17% (n = 330,000);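 active = activation at or above 40% of the spot to cytoplasm intensity ratio, with at least 20 cells analyzed; inconclusive = wells under 20 cells, flagged as cytotoxic or low count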;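 note: 0% = DMSO without peptide and 100% = 100 nM NTR1 peptide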
Target sequence (P30989 whole entry, looked up): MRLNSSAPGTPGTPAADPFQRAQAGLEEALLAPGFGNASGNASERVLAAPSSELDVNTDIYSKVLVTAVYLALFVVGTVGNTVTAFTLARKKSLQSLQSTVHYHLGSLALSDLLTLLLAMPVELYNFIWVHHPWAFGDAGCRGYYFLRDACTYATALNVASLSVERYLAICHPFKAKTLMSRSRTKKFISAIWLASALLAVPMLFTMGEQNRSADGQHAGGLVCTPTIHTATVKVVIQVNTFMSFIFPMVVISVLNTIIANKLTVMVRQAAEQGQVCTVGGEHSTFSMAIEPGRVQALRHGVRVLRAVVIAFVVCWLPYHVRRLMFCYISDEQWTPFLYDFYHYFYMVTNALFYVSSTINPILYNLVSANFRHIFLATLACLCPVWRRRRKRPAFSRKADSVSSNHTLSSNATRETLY
T cell modulator – modulators of CD8 T cell-vesicle binding, primary screen, mouse 2C CD8+ T cells, flow cytometry. 2C CD8+ T cell-vesicle binding; stronger effect = lower value. AID 2052, 2009. calls only at 7 µM. actives 0.068% (n = 330,000);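 active = response, share of CD8 T cells binding vesicles, and their 90th percentile fluorescence all below set limits, cut at about 80% in these data, passing the limit was not always enough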
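Also added: QL9-peptide-loaded Drosophila micro-vesicles bearing Ld, ICAM-1 and B7-1; Test system: purified 2C TCR transgenic mouse naive CD8+ T cells; Measured by: cytometric PE anti-B7-1 and Alexa647 anti-CD8 signals after 1% paraformaldehyde fixation; Timing: binding step 1.5 h, 37 °C, antibody labelling 20 min, ice.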
MgcRacGAP inhibition – MgcRacGAP GTPase-activating activity inhibitors, confirmation, biochemical, ADP Hunter fluorescence; Rac GTPase-activating protein 1 (Homo sapiens); MgcRacGAP-stimulated Rac1 GTP hydrolysis, ADP Hunter fluorescence; higher % means a stronger effect; GST-tagged Rac1 F28L mutant substrate; inhibition, % at 30 µM; hits with a dose series show IC50 in µM; actives 0.6% (n = 340,000); AID 624330, 2012;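 active = first-screen hits whose inhibition reached a set limit at any dose in the follow-up dose series; inconclusive = inhibition above the set first-screen limit but never retested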;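 note: fluorescence reports GDP produced by GAP-driven GTP hydrolysis; strong numbers were not always called active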
TNAP activators – human TNAP enzyme activators, primary screen, biochemical, luminescent, no phosphate acceptor, uHTS (AID 1001). purified TNAP, luminescent activation assay, no phosphate acceptor; higher activation fold means a stronger effect. activation fold at 20 µM, or EC50 in µM where a hit was titrated. actives 0.03% (n = 200,000); in the data active = activation fold from about 3, or a potency from the dose series; inactive = the rest, 99 in 100 with activation fold below about 1.6; note: many of its hits are not listed in these tables
Myeloid diff 2 – induction of myeloid progenitor differentiation, primary screen, cell-based, flow cytometry, MLPCN library; calls only at 10 µM; actives 1% (n = 360,000); ER-HoxA9 myeloid progenitors, lysozyme-GFP differentiation;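 active = normalized GFP-positive differentiation at or above the plate's own cutoff, the solvent-only control mean plus 3 SD; inconclusive = no clear call, values can overlap the other calls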;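 note: cells exposed to compound for four days before flow analysis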
T cell modulator vesicle-bound % – further read-out of T cell modulator, marked with its call; double positive events, %; measured here: CD8+ vesicle-bound cell fraction;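 binding gate set so that unloaded-vesicle control wells show 10% double positive cells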
NTR1 ag cell count 20 µM – second read-out of NTR1 ag, no call of its own (marks repeat the call); cell count; measured here: cell count, cytotoxicity flag
Myeloid diff 2 GFP+ MAC1+ % – further read-out of Myeloid diff 2, marked with its call; GFP+ MAC1+ double positive, %; measured here: differentiation confirmed by MAC1 staining
The depositor's hits bear a star; i = inactive; ? = inconclusive; · = no result given; [ ] = dose if it differs, or a comment.

SMILES	Salmonella PhoP GFP	UTI89 phage lysis	SV40 large T antigen	RSV CPE inhibition	NTR1 ag	NTR1 ag cell count 20 µM	T cell modulator	T cell modulator vesicle-bound %	MgcRacGAP inhibition	TNAP activators	Myeloid diff 2	Myeloid diff 2 GFP+ MAC1+ %
CCC(=O)c1ccc(OC(=O)c2cnccn2)cc1	5%	0.2%	14%	1.9%	1.7	31	i	55	11%	0.8	i	0.1
CC(=O)C1=C(O)C(=O)N(c2cc(C(C)(C)C)on2)C1c1ccc(Br)cc1 (stereo not given)	4%	-0.3%	18%	3.7%	2.3	81	i	60	-6%	0.9	i	3.5
CCCc1cc(=O)[nH]c(SCC(=O)c2cc(C)n(-c3cc(C)on3)c2C)n1	7%	0.2%	5%	10%	0.2	55	i	58	8%	1.1	i	0.8
CCOc1ccc(CNC(=O)CCCn2nc(CC)n3c(cc4occc43)c2=O)cc1	-6%	0.0%	13%	46%	1.0	63	i	17	10%	·	i	2.9
O=C(NNC(=O)c1ccc(F)cc1)C(=O)N1CCCCC1	-13%	2.1%[50 µM]	6%	8.2%	-1.0	75	i	44	8%	1.1	i	1.3
CCOC(=O)c1cc(S(=O)(=O)N2CCC(C)CC2)cn1C	-23%	-0.1%	6%	2.0%	0.3	66	i	22	-25%	·	i	0.0
COc1ccccc1C(=O)NCC(=O)NC(C)c1ccc(-n2ccnc2)cc1 (stereo not given)	-4%	0.1%	2%	0.3%	-0.1	49	i	53	5%	·	i	1.0
COc1cccc(CNC(=O)CCC2CCCN(C(=O)c3cccc(Cl)c3)C2)c1 (stereo not given)	12%	-0.1%	-2%	5.3%	-1.4	52	i	11	10%	1.1	i	0.1
CCN(CC)CCCN(Cc1cc2cc3c(cc2[nH]c1=O)OCCO3)C(=O)Nc1ccccc1	-2%	0.0%	21%	·	-1.2	44	i	19	12%	1.1	i	0.4
O=C(CCSc1ccccc1)N1CCCC1	-5%	0.2%	20%	0.1%	-1.0	78	i	37	8%	1	i	0.8
CC1=C(C(=O)O)N2C(=O)C(NC(=O)c3nn(C)cc3Cl)C2SC1 (stereo not given)	-8%	0.8%	9%	3.3%	-1.1	43	i	52	11%	1.1	i	0.7
NC(=O)c1nn(-c2ccccc2)nc1NC(=O)CN1CCCC1	-3%	0.4%	10%	0.9%	-1.9	61	i	41	3%	·	i	0.4
O=C(/C=C/c1ccco1)N(Cc1ccc(Cl)cc1)C1CCS(=O)(=O)C1 (stereo not given)	0%	0.2%	22%	-0.1%	0.1	56	i	37	10%	·	i	0.6
COc1ccc(-c2csc(N)n2)cc1F	4%	-0.1%	33%	5.4%	-0.9	25	i	17	8%	1.1	i	0.7
Cc1ccccc1-n1ncc2c([N+](=O)[O-])cc([N+](=O)[O-])cc21	5%	-0.9%	5%	-0.7%	1.6	35	i	15	12%	1.1	i	0.5
Cc1c(C(=O)NCCCN2CCOCC2)sc2ncnc(N3CCN(c4ccccc4)CC3)c12	-2%	0.1%	13%	·	·	·	·	·	12%	1.1	i	0.7
CC(=O)N1c2ccccc2C(=O)OC1c1cccnc1 (stereo not given)	-12%	1.2%	-1%	0.7%	-0.1	56	i	43	8%	1.1	i	0.5
CCOC(=O)CC(/C(C)=N\O)c1ccccc1 (stereo not given)	5%	0.4%	8%	0.4%	0.0	67	i	36	8%	1.2	i	0.8
Cc1ccc(/C=N/n2c(C)nnc2C)cc1	1%	0.4%	19%	-0.1%	1.0	51	i	15	2%	1.1	i	0.8
CN(C(=O)c1ccccc1Cl)c1ccccc1C(=O)NCc1ccccc1	7%	-0.2%[50 µM]	18%	0.5%	0.7	69	i	8	4%	·	i	1.0
Cc1ccccc1NCc1ccccc1O	0%	0.4%	15%	1.4%	-0.8	55	i	19	14%	1.1	i	0.7
Cc1cccc(N2CCN(C(=O)C3CCN(S(=O)(=O)c4cccc5cccnc45)CC3)CC2C)c1 (stereo not given)	2%	12%	4%	2.1%	1.1	38	i	31	8%	0.8	i	5.2
O=C(CSc1nnc(-c2cnccn2)n1Cc1ccco1)Nc1ccc(Br)cc1	-7%	0.2%	23%	1.1%	6.5	51	i	45	14%	1.1	i	1.4
COc1ccc(NC(=O)CC2CCCC2)cc1S(=O)(=O)N1CCCCC1	-2%	-0.5%	6%	4.4%	0.0	65	i	35	-1%	1.2	i	1.4
Cc1[nH]n(-c2cccc(Cl)c2)c(=O)c1C=NCC(C)C	1%	0.1%	12%	1.5%	-0.2	68	i	60	3%	1.1	i	0.0

Next part:
SMILES	Salmonella PhoP GFP	UTI89 phage lysis	SV40 large T antigen	RSV CPE inhibition	NTR1 ag	NTR1 ag cell count 20 µM	T cell modulator	T cell modulator vesicle-bound %	MgcRacGAP inhibition	TNAP activators	Myeloid diff 2	Myeloid diff 2 GFP+ MAC1+ %
COC(=O)c1ccc(OCC(=O)Nc2ccccc2C(=O)NC2CC2)cc1	·	-0.2%	·	1.0%	5.1	69	i	6	4%	·	i	1.3
O=C1N[C@H](Cc2ccccc2)COC(=O)[C@H](Cc2ccc(F)cc2)C/C=C\C[C@@H]1CC(=O)N(CCO)Cc1ccccc1	·	1.6%	·	·	14	54	i	22	13%	·	i	1.2
COc1ccc(CNC(=O)C(C)n2nc(C)n3c(cc4occc43)c2=O)cc1 (stereo not given)	-4%	0.4%	8%	2.5%	1.9	51	i	18	12%	·	i	1.3
Cc1ccc(C)c(OCCCN2CCNCC2)c1	-5%	0.0%	7%	0.8%	-0.8	75	i	59	8%	·	i	0.2
C1=CCN(Cc2ccccc2)C1	-3%	3.5%	14%	0.5%	-0.1	56	i	24	4%	·	i	2.0
COc1ccc(CCNC(=O)c2ccccc2NC(=O)C2=C(C)OCCS2)cc1OC	13%	0.2%	13%	0.1%	1.0	59	i	40	10%	·	i	2.1
COc1ccc(Cl)cc1NC(=O)Nc1cnccn1	2%	2.9%[50 µM]	22%	3.8%	4.3	47	i	65	5%	·	i	0.9
Nc1ccccc1SCc1ccccc1Cl	-6%	·	4%	·	2.7	52	i	23	·	·	i	0.6
Cc1nc(CC(=O)Nc2nc(C(C)(C)C)cs2)cs1	-7%	0.1%	4%	7.7%	-0.6	66	i	9	10%	1.1	i	0.5
O=C(Nc1ccccc1Oc1ccccc1)C1CC1	16%	0.8%	4%	0.6%	-0.2	36	i	17	14%	1.1	i	1.2
CCOC(=O)C(C)/C(C)=N\Nc1ccc([N+](=O)[O-])cc1[N+](=O)[O-] (stereo not given)	-4%	-0.1%	34%	0.4%	0.1	41	i	21	5%	1	i	0.5
O=c1c2ccccc2[nH]c(=S)n1Cc1ccc2c(c1)OCO2	-2%	0.1%	3%	-0.8%	8.8	59	i	44	7%	0.9	i	0.4
CC(NC(=O)C1CCN(c2nnc(-n3cccc3)s2)CC1)C12CC3CC(CC(C3)C1)C2 (stereo not given)	-10%	-0.6%	5%	1.4%	1.8	48	i	60	11%	1.2	·	·
Cc1cc(C)nc(-n2nc(C)c(C3(O)C(=O)Nc4ccc(F)cc43)c2N)n1 (stereo not given)	-3%	0.9%	6%	3.5%	-0.9	64	i	24	4%	1.1	i	0.0
Cc1ccc(CNS(=O)(=O)c2ccc3c(c2)NC(=O)CO3)cc1	-12%	0.0%	7%	2.3%	1.5	47	i	12	8%	·	i	2.1
N/C(=N\OC(=O)c1ccc2c(c1)OCO2)c1ccc(Br)cc1	5%	0.0%	9%	2.1%	0.9	77	i	49	-5%	1.1	i	0.8
C=CC(=O)Nc1cccc(Oc2ncnc3[nH]cc(-c4cnc5ccccc5c4)c23)c1	·	0.6%	·	·	-0.9	72	i	8	8%	·	i	0.7
O=C(CN1CCOCC1)N/N=C/C(Br)=C\c1ccccc1	1%	0.1%	-6%	12%	2.8	56	i	50	1%	1.1	i	0.3
O=C(Nc1ccc(Oc2ccccc2)cc1)c1ccco1	19%	3.4%	12%	2.5%	0.5	55	i	42	0%	1	i	1.2
COC1CCCCC1Nc1ccc(C)c(C)c1 (stereo not given)	-4%	-0.2%	17%	1.7%	0.4	45	i	20	23%	1.1	i	3.5
CCOc1cc(C2CC(=O)c3c(ccc4ccccc34)N2)ccc1O (stereo not given)	0%	3.5%	-1%	5.1%	-1.3	51	i	57	8%	1.1	i	0.9
O=c1[nH]c2ccc(S(=O)(=O)Nc3ccc(Br)cc3)cc2[nH]1	4%	-0.3%	8%	3.2%	-0.6	69	i	25	0%	·	i	1.5
Cc1ccc(C)c(Nc2ccc(C(=O)NCCc3ccccc3)cn2)c1	15%	1.5%	4%	?	-0.3	39	i	43	6%	1.2	i	0.1
CC1CC(C)CN(S(=O)(=O)c2ccc3c(c2)C(C)(C)C(=O)N3C)C1 (stereo not given)	8%	0.4%	19%	1.6%	-1.7	68	i	34	0%	·	i	1.3
COc1ccc2[nH]c(=O)c(CN(C(=O)c3cccnc3)c3ccccc3OC)cc2c1	2%	3.0%	4%	2.2%	-0.9	48	i	34	8%	1.2	i	4.9
O=C(Cn1cnc2ccccc2c1=O)NCCC(=O)Nc1ccccc1C(F)(F)F	-6%	0.1%	5%	1.6%	-0.1	41	i	24	2%	·	i	4.7
Cc1cccn2cc(-c3c[nH]c4ccccc34)nc12	9%	-0.1%	0%	-0.3%	2.0	42	i	15	-44%	1.2	i	0.4
Cc1ccsc1C(=O)N1CCCC(CCC(=O)NCc2ccccc2F)C1 (stereo not given)	-4%	1.2%	5%	0.1%	0.1	67	i	24	13%	1	i	0.5
CNc1oc(-c2ccccc2)nc1C#N	3%	-0.1%	0%	6.1%	-1.3	72	i	43	11%	1.1	i	0.6

Some of these compounds in order of the SV40 large T antigen value, ascending:
| compound | SV40 large T antigen |
| --- | --- |
| Nc1ccccc1SCc1ccccc1Cl | 4% |
| Cc1ccsc1C(=O)N1CCCC(CCC(=O)NCc2ccccc2F)C1 (stereo not given) | 5% |
| COc1ccc(CCNC(=O)c2ccccc2NC(=O)C2=C(C)OCCS2)cc1OC | 13% |

Source: PubChem BioAssay (several laboratories)
